Assay outcomes: PubChem, several laboratories
PPARg SRC-3 ag: PPARgamma-driven SRC-3 recruitment agonism | biochemical PPARgamma/SRC-3 coactivator recruitment assay | 200,000 tested, 0.26% active | AID 731 | P37231 | activation, % at 8 µM; in the data active means activation above about 23%;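 further: 0% = DMSO and 100% = reference agonist; some compounds past the cut are filed as inactive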
Target sequence (P37231 whole entry, looked up): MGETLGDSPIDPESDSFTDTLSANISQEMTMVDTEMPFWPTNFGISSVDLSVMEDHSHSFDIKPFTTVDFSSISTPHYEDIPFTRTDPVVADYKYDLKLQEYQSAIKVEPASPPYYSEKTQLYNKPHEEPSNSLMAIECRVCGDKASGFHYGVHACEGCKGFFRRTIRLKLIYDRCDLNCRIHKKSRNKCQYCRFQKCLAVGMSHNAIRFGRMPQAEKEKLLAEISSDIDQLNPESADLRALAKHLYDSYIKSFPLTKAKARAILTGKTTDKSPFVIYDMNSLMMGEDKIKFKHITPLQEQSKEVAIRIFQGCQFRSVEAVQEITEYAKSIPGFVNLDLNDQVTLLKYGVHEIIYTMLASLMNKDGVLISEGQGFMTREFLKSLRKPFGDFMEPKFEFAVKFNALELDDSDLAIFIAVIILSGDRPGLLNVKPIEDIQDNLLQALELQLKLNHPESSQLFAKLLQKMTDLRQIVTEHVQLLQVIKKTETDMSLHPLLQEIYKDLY
SRC2 TRFRET art: TR-FRET artefact, counter-screen to PPARgamma/SRC-2 agonist assay | TR-FRET ratio at 8 µM | hits give high values | 200,000 tested, 0.4% active; in the data active means TR-FRET ratio above about 2000; further: inactives centre near 1500; reference of the scale not given here
TLR4-MyD88 BLA: TLR4-MyD88 interaction inhibition in cells. 200,000 tested, 0.18% active. O00206+Q99836. HeLa CL3-4 TLR4/MyD88 BLA complementation, FRET ratio. inhibition, % at 8.4 µM; in the data active means inhibition above about 25%;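 further: 0% = vehicle and 100% = reference inhibitor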
S1P3 antagonist: blocks the human S1P3 receptor | Q99500 | CHO S1P3 NFAT-BLA reporter, FRET fluorescence, antagonist mode | inhibition, % at 4.98 µM | 170,000 tested, 0.27% active | AID 485;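 active means inhibition above the plate cutoff, the mean inhibition of test wells on that plate plus 3 SD, cut at about 28% in these data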;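 further: cells challenged with S1P at its EC80 of 0.8 µM; blue over green emission ratio from cleaved BLA substrate after 4 h stimulation; 0% = S1P-stimulated wells and 100% = unstimulated DMSO-only wells; some compounds past the cut are filed as inactive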
Target sequence (Q99500 whole entry, looked up): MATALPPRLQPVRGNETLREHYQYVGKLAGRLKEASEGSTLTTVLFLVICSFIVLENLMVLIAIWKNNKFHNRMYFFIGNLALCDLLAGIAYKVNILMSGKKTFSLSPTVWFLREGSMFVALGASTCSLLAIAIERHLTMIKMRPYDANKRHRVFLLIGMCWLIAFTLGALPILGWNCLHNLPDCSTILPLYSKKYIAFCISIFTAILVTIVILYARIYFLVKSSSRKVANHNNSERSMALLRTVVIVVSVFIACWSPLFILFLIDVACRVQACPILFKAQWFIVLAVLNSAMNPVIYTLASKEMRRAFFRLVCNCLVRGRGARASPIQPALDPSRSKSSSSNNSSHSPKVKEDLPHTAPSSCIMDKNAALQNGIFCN
L major viab: reduces viability of Leishmania major promastigotes. AID 1063. inhibition, % at 10 µM. resazurin fluorescence viability. 200,000 tested, 9% active; in the data active means inhibition above about 50%;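 further: promastigotes grown with compound for 44 hours at 28 °C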
bIAP inhibitor: blocks bovine intestinal alkaline phosphatase activity | purified bovine IAP, CDP-star luminescence, 30 min | inhibition, % at 20 µM | 190,000 tested, under 10 active | AID 1019;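 active means over 50% inhibition of intestinal alkaline phosphatase at 20 µM in the single-dose screen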
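Assay system – bovine IAP enzyme · Quantity – bovine IAP at 1/65,000,000 final dilution · Detection – CDP-star luminescence signal · Times – 30 min reaction at room temperature · Also added – CDP-star substrate at 30 µM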
PPARg SRC-1 ag: promotes SRC-1 coactivator recruitment by human PPARgamma | P37231 | PPARgamma-SRC-1 coactivator recruitment biochemical assay | activation, % at 8 µM | 200,000 tested, 0.41% active | AID 631; in the data active means activation above about 19%;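 further: 0% = DMSO and 100% = reference agonist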
PPARg SRC2 recr: agonists of SRC-2 recruitment by human PPARgamma; PPARgamma LBD-SRC-2 recruitment, biochemical; 200,000 tested, 0.34% active; AID 1032; P37231; activation, % at 8 µM; in the data active means activation above about 22%;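 further: 0% = vehicle and 100% = reference agonist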
bIAP act: increases bovine intestinal alkaline phosphatase activity. purified bovine IAP, CDP-star luminescence, 30 min; hits give high values; fold of DMSO-control signal, blank-subtracted. activation factor at 20 µM. AID 1016. 200,000 tested, 0.17% active;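 active means activation factor of 2 or more at 20 µM, a signal rise over negative controls twice the positive control's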
Redox H2O2 prof: compounds producing H2O2 with reducing agent – biochemical, NIH compound library profiling, artefact control for MLSCN library redox annotation, primary screen; 200,000 tested, 0.03% active; DTT-dependent redox cycling H2O2, phenol red/HRP absorbance; 100% = 100 µM peroxide control, 0% = buffer; activation, % at 10 µM;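 active means activation of at least 50% relative to the plate's high and low controls in the primary single-dose screen; inactive means activation below 50%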;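 further: compound incubated with DTT at 0.8 mM final as the reducing agent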
ROMK primary: modulates human ROMK potassium channel activity | P48048 | Tet-inducible ROMK, thallium flux fluorescence; actives lie on both sides | B-score at 10 µM | 130,000 tested, 2% active;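 active means signal ratio slope over the read window, or its plate-corrected B-score, at least 3 SD from the plate mean, either direction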;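 further: B-score of the F/F0 ratio slope over 7 to 12 s after thallium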
Active calls of the source: *; / = no result given.

SMILES	PPARg SRC-3 ag	SRC2 TRFRET art	TLR4-MyD88 BLA	S1P3 antagonist	L major viab	bIAP inhibitor	PPARg SRC-1 ag	PPARg SRC2 recr	bIAP act	Redox H2O2 prof	ROMK primary
CCOC(=O)c1c(C)[nH]c(C)c1C(=O)COC(=O)c1cccc(S(=O)(=O)N(CC)CC)c1	6	1494	-9	/	99*	0	4	6	1	3.7	/
[N-]=[N+]=CC(=O)CCCN1C(=O)c2ccccc2C1=O	5	1685	-6	0	-3	-2	-1	3	1	0.1	/
Cc1ccccc1NS(=O)(=O)c1ccc(OCC(=O)N2CCCCC2)cc1	-2	1636	-5	/	2	8	1	4	0.9	0.2	2.2
CCCCNC(=O)CCn1c(=O)c2ccccc2n(Cc2ccc(Cl)cc2)c1=O	3	1414	-1	-2	57*	-5	-4	-8	1.1	0.3	0.018
COc1ccc(NC(=O)CSc2nnc(Cc3cccs3)n2-c2ccc(C)cc2)cc1	15	1572	-1	/	98*	10	8	15	0.9	0.0	-2.8
N[C@@H](Cc1ccc(O)cc1)c1nnc([C@H](CCC(=O)O)NC(=O)C2CCNCC2)o1	1	1580	-7	-11	-5	-9	3	4	1.1	-1.4	/
O=C(c1ccccc1)c1nc[nH]c1C(=O)Nc1ccccn1	-4	1462	-6	12	25	-38	0	10	1.4	2.8	/
CCCCN(C)CCC(=O)Nc1ccc(OC)cc1OC	10	1659	21	-25	-6	9	8	9	0.9	-3.0	/
Cc1ccc(CNc2nc(C)nc3sc4c(c23)CCC4)cc1	9	1475	-2	/	15	-3	8	-1	1	2.1	/
O=C(CN1CCN(c2ccccc2F)CC1)Nc1ccccc1F	-5	1534	0	-34	-9	-12	3	12	1.1	0.0	/
Cc1[nH]c2ccc3ncccc3c2c1C	3	1703	-3	0	56*	-15	3	4	1.1	0.2	-0.18
Cc1ccc(NC(=S)N2CCCN(Cc3ccc(F)cc3)C2)c(C)c1	1	1432	-4	-2	89*	12	7	-1	0.9	-1.5	/
CC(C)Cc1nc(N2CCOCC2)c(C#N)c2c1COC(C)(C)C2	12	1641	-12	/	11	1	2	1	1	-2.8	-0.69
Oc1ccccc1C(=S)N1CCCCCC1	6	1718	-12	9	-3	-3	-2	7	1	-0.6	/
OCCCNCc1ccc(-c2ccccc2)cc1	3	1384	-3	-7	92*	-1	1	4	1	-3.0	-0.1
Cc1cccc(NC(=S)N(CCN(C)C)C(C)c2cccnc2)c1 (stereo not drawn)	0	1337	5	-10	16	16	5	0	0.8	0.2	-1.2
Cc1nc2ccccc2n1CC(=O)N/N=C\c1ccccn1	-1	1426	-8	/	-13	-16	-9	9	1.2	-4.6	0.5
CCOC(=O)C(NC(=O)c1ccccc1)(Nc1nnc(C)s1)C(F)(F)F (stereo not drawn)	11	1518	3	/	-3	5	0	11	0.9	2.4	0.36
CCOC(=O)CC1=Nc2ccccc2NC(=O)C1	10	1676	-8	-29	2	11	6	6	0.9	-0.3	0.82
CCOC(=O)CN1N=C(/C=C/c2ccccc2)CCC1=O	1	1435	-1	/	-9	/	-3	3	/	2.0	/
CC(=O)Oc1ccc2cc(-c3nc4ccccc4n3C)c(=O)oc2c1	9	1477	12	-25	5	-16	-3	-8	1.2	-0.4	/
COc1cccc(C(=O)NCc2ccc(-c3nc4ccccc4s3)cc2)c1	0	1701	-5	/	-4	17	2	10	0.8	-1.0	1.8
Cc1cc(C(=O)CN2C(=O)C(=O)N(Cc3ccccc3)C2=O)c(C)n1-c1ccccc1F	17	1556	-3	-24	-7	4	18	2	1	-0.2	0.014
CCOC(=O)c1cccc(NC(=O)CSc2nc3cccnc3n2C)c1	-6	1704	-5	-2	26	-2	9	7	1	-2.5	/
COC(=O)C(=O)Nc1nnc(COc2ccccc2)s1	4	1727	-10	/	-5	-9	4	10	1.1	0.7	/

Single records, from the list above. Values in the order: PPARg SRC-3 ag | SRC2 TRFRET art | TLR4-MyD88 BLA | S1P3 antagonist | L major viab | bIAP inhibitor | PPARg SRC-1 ag | PPARg SRC2 recr | bIAP act | Redox H2O2 prof | ROMK primary
CCCCN(C)CCC(=O)Nc1ccc(OC)cc1OC across the screens: 10 | 1659 | 21 | -25 | -6 | 9 | 8 | 9 | 0.9 | -3.0 | /
[N-]=[N+]=CC(=O)CCCN1C(=O)c2ccccc2C1=O across the screens: 5 | 1685 | -6 | 0 | -3 | -2 | -1 | 3 | 1 | 0.1 | /

(cont.)
SMILES	PPARg SRC-3 ag	SRC2 TRFRET art	TLR4-MyD88 BLA	S1P3 antagonist	L major viab	bIAP inhibitor	PPARg SRC-1 ag	PPARg SRC2 recr	bIAP act	Redox H2O2 prof	ROMK primary
COc1ccc(CNC(=O)C2CC(c3cccc(OC)c3)=NO2)cc1 (stereo not drawn)	3	1471	8	13	-1	5	11	4	0.9	1.4	/
O=C(c1ccccc1Cl)N(Cc1ccc(Br)cc1)N1C(=O)CCCC1=O	1	1573	-8	5	-4	-28	-4	4	1.3	-0.5	/
O=C(Nc1ccccc1-c1nnn(CC(=O)N2CCN(c3ccccc3)CC2)n1)c1cccs1	9	1731	2	4	26	7	6	7	0.9	-4.0	1.3
COc1ccc(/C=N\NC(=O)c2cc(O)c(O)c(O)c2)cc1CN1CCN(c2ccc(F)cc2)CC1	1	1652	3	-6	-15	25	8	-1	0.7	0.6	/
COC(=O)c1ccc(NC(=O)CSc2nc(C)cc(=O)[nH]2)cc1	5	1327	0	/	-6	10	2	1	0.9	0.2	0.14
CN(c1nc2nonc2nc1NC1CC1)C1CCOC1 (stereo not drawn)	1	1598	-1	5	0	10	3	0	0.9	-0.5	1.1
O=C(O)CN1C(=O)C2C3C=CC(C3)C2C1=O (stereo not drawn)	1	1502	11	-7	-7	8	2	1	0.9	-0.1	/
O=C(CNCC1CCCO1)N1CCCc2ccccc21 (stereo not drawn)	-5	1448	-5	-11	5	-1	0	-3	1	-0.8	/
CCCN1C(=O)C(O)(C2CC(=O)CC(C)(C)O2)c2ccccc21 (stereo not drawn)	-3	1520	-9	10	-1	12	-4	1	0.9	1.5	/
O=C(CSc1n[nH]c(-c2cccs2)n1)NCc1ccc2c(c1)OCO2	10	1440	-7	/	-3	6	-1	6	0.9	-0.2	/
O=C(Nc1cccc2cccc(NC(=O)c3ccco3)c12)c1ccco1	1	1755	-1	6	-3	31	-1	2	0.7	1.1	-0.041
COCC(C)NCc1cccc(C)c1 (stereo not drawn)	4	1450	-2	/	-4	6	-2	3	0.9	1.7	/
O=C(CN1CCSCC1)N/N=C/c1ccccc1F	3	1695	-3	/	-2	2	4	6	1	0.2	-0.0097
O=C(CSc1nnc(-c2ccccc2F)o1)OCc1ccccc1	-9	1561	5	-3	-9	18	8	8	0.8	0.6	-1.6
CN(c1ccc(OCC(=O)NC2CCCC2)cc1)S(=O)(=O)c1cccs1	10	1619	10	/	10	8	-5	13	0.9	0.2	/
Cc1ccc(Nc2cccccc2=O)cc1	-5	1398	-7	11	6	/	-6	-6	0.5	1.9	/
CC(C)C(c1nnnn1C(C)(C)C)N1CCC(Cc2ccccc2)CC1 (stereo not drawn)	-3	1683	-10	14	12	8	0	-8	0.9	0.9	-1.5
COc1nc(NCCN2CCOCC2)nc(Nc2ccccc2)n1	5	1415	7	-12	14	15	-1	2	0.9	2.4	/
Cc1cc(C)c2sc(C)[n+](CCCS(=O)(=O)[O-])c2c1	3	1531	3	0	-6	-13	-1	3	1.1	-0.1	0.0089
Cc1cc(=O)n2[nH]c(N)c(N=Nc3ccccc3)c2n1	6	1572	-6	8	5	12	4	8	0.9	0.0	/
O=C(CNC(=O)c1ccccc1F)OCc1csc(-c2ccccc2)n1	5	1389	-10	-12	-8	9	-3	-4	0.9	-2.1	0.32
Cc1nc(C)c(C(=O)C2=C(O)C(=O)N(CCCn3ccnc3)C2c2ccccc2)s1 (stereo not drawn)	-2	1461	12	-25	-4	5	0	4	1	2.4	/
CCC(C)N1CCN(S(=O)(=O)c2ccc(NC(C)=O)cc2)CC1 (stereo not drawn)	-3	1737	0	-33	-9	-9	1	12	1.1	-0.4	0.28
O=C(COC(=O)COc1ccccc1[N+](=O)[O-])Nc1cccc(Br)c1	-2	1477	-15	-11	6	20	0	3	0.8	-0.6	1.2
COc1ccccc1OCCNC(=O)/C=C/c1ccc([N+](=O)[O-])cc1	3	1753	-6	10	5	2	1	15	1	-0.6	-0.79
Carrying on.
SMILES	PPARg SRC-3 ag	SRC2 TRFRET art	TLR4-MyD88 BLA	S1P3 antagonist	L major viab	bIAP inhibitor	PPARg SRC-1 ag	PPARg SRC2 recr	bIAP act	Redox H2O2 prof	ROMK primary
CCN(CC(O)Cn1c2ccccc2c2ccccc21)S(=O)(=O)c1ccc(C)cc1 (stereo not drawn)	-16	1410	-7	/	100*	13	-1	4	0.9	0.2	-1.3
Cc1ccc(CN2CC(C(=O)Nc3cccc(S(=O)(=O)N4CCCCC4)c3)CC2=O)cc1 (stereo not drawn)	4	1476	-8	-11	12	16	-9	-4	0.8	-0.1	-0.6
COC(=O)C(=O)/C=C(\O)c1ccc(C)cc1	-13	1576	5	/	-3	7	-4	-7	0.9	2.3	/
COc1ccc2nc(NC3=NCCC3)sc2c1	4	1481	-4	-18	6	-1	-1	7	1	0.1	-0.91
CCCn1c(SCC(=O)Nc2cccc(C)n2)nnc1-c1ccco1	14	1478	10	-33	5	4	2	5	1	0.6	/
Cc1ccc(NC(=O)CSc2nc3c(c(=O)[nH]2)CCC3)cc1C	17	1561	-21	-42	-1	9	5	-1	0.9	-0.9	/
CN(C(=O)COC(=O)c1cncc(Br)c1)C1CCS(=O)(=O)C1 (stereo not drawn)	-3	1569	5	-4	-7	-2	-9	-4	1	-0.3	0.46
CCn1c2ccccc2c2cc(NC(=O)C(C)Oc3ccc(OC)cc3)ccc21 (stereo not drawn)	5	1611	-9	/	-2	0	3	10	1	2.1	/
Cc1c(Cl)cccc1NC(CC(=O)c1ccccc1)C(=O)OCC(=O)c1cccs1 (stereo not drawn)	6	1738	0	-3	0	3	4	2	1	0.5	-0.68
COc1cccc(OC)c1C(=O)Nn1c(-c2cccs2)nc2ccccc2c1=O	5	1747	-20	-4	-1	-15	6	5	1.2	-0.7	-1.3
COc1ccc(C(c2nnnn2C2CCCC2)N2CCN(C3CCCC3)CC2)cc1OC (stereo not drawn)	3	1533	-1	-9	83*	-13	2	9	1.1	-0.4	/
O=C(Nc1ccccc1OC(F)(F)F)c1ccc([N+](=O)[O-])cc1	3	1749	1	-1	0	2	18	5	1	0.0	0.86
CC12CCC(C(=O)N(CC3CO3)C1=O)C2(C)C (stereo not drawn)	-2	1428	-9	-22	-5	1	-10	-4	1	-0.1	/
CC(=O)Oc1ccc2oc(C)c(C(=O)N3CCOCC3)c2c1	12	1577	-17	1	2	-1	0	-1	1	1.0	/

As a short view, 3 of the compounds above:
SMILES	PPARg SRC-3 ag	SRC2 TRFRET art	TLR4-MyD88 BLA	S1P3 antagonist	L major viab	bIAP inhibitor	PPARg SRC-1 ag	PPARg SRC2 recr	bIAP act	Redox H2O2 prof	ROMK primary
O=C(Nc1ccccc1OC(F)(F)F)c1ccc([N+](=O)[O-])cc1	3	1749	1	-1	0	2	18	5	1	0.0	0.86
CC12CCC(C(=O)N(CC3CO3)C1=O)C2(C)C (stereo not drawn)	-2	1428	-9	-22	-5	1	-10	-4	1	-0.1	/
CC(=O)Oc1ccc2oc(C)c(C(=O)N3CCOCC3)c2c1	12	1577	-17	1	2	-1	0	-1	1	1.0	/
